TAG inh – inhibitors of triacylglycerol accumulation; H9c2 cells, Nile Red lipid (TAG) fluorescence; cells loaded with 200 µM oleic acid; inhibition, % at 12.5 µM; hit rate 0.66% among 230,000; AID 651582;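 active = pattern-corrected inhibition of lipid staining of at least 50% with the nuclear-stain viability signal not falling by more than 50%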;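 note: 0% = DMSO wells and 100% = triacsin C control wells; some results filed as inactive read as strong as hits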
TAG inh DAPI viability – also measured in TAG inh; calls as there; DAPI nuclei signal change (viability), lower = more cytotoxic, %;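 whole-well DAPI fluorescence read on a plate reader as a viability signal; minus 50 percent equals half of cells still viable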
* marks the source's active call; other numbers are inactive results. A portion of the library. The share of hits here may be higher or lower than overall.

SMILES	TAG inh	TAG inh DAPI viability
Cc1ccc(NC(=O)CSc2nnc(CNC(=O)C34CC5CC(CC(C5)C3)C4)n2-c2ccc(F)cc2)cc1	4	17
COc1ccc(/C=C/C(=O)c2cc(F)ccc2OC(=O)c2ccc(OC)c(OC)c2)cc1OC	17	-3
Cc1ccc(Cn2nc3c(cc2=O)CCc2ccccc2-3)cc1	14	-7
Cc1cc(C(=O)NC2CC(C)(C)Cc3c2cnn3-c2cccc(F)c2)n(C)n1 (centres undefined)	4	0
CCOC(=O)c1cn2nc(Oc3ccc(C#N)cc3)ccc2n1	-11	8
Cc1ccc2c(c1)nnc1nnc(SCC(=O)O)n12	9	-7
O=C(NCc1ccon1)C1CCC(=O)N(CCc2ccc(Cl)cc2)C1 (centres undefined)	-9	-3
COc1ccc(CCNC(=O)CN(Cc2ccc(Cl)cc2)S(C)(=O)=O)cc1OC	9	-8
COc1ccc(CNc2nc(-c3cccnc3)nn2C(=O)c2ccco2)cc1	-7	80
Cc1ccc(/C=C(/C#N)c2nc(CCN3C(=O)c4ccccc4C3=O)cs2)cc1	-10	11
CC(=O)N1CCCc2cc(S(=O)(=O)NCc3ccc(C)cc3)ccc21	-7	3
Cc1cc([N+](=O)[O-])ccc1N	-14	3
CCOC(=O)c1c(NC(C)=O)sc2c1CCC(C=NCCCN(CC)CC)=C2Sc1ccccc1	-16	-3
Cc1c(S(=O)(=O)N2CCN(c3ccc(F)cc3)CC2)c(=O)n(C)c(=O)n1C	-12	-6
Cn1c(=O)c2c(nc(NCc3cccnc3)n2Cc2ccc(Cl)cc2)n(C)c1=O	16	-3
N/C(=N\NC(=O)Nc1ccc(Cl)cc1)c1ccccn1	4	-5
CN(C(=O)c1ccc(NC(=O)Cc2cccc(NC(=O)C3CCN(C(=O)C4CCC4)CC3)c2)cc1)C1CCCC1	8	2
COCCCNC(=O)CCc1nc(-c2ccccc2Cl)no1	-22	10
O=C(Nc1ccnn1C1CCN(Cc2ccn[nH]2)CC1)c1ccccc1	9	10
O=C1CC(C(=O)N2CCN(c3ccccc3O)CC2)CN1Cc1ccccc1 (centres undefined)	-7	6
O=C(CCC1CCCN(C(=O)c2cccs2)C1)N1CCN(c2ccccn2)CC1 (centres undefined)	-6	-2
COC(=O)CCN(C(=O)C12CC3CC(CC(C3)C1)C2)c1ccccn1	2	6
COc1ccc(C(=O)OCc2cc(=O)oc3c(C)c(C)ccc23)cc1S(=O)(=O)N1CCOCC1	9	1
CNC(=O)c1ccc(N(Cc2ccccc2)S(C)(=O)=O)cc1	-20	10
CC(Sc1nn(-c2ccccc2)c(=S)s1)C(=O)NCC1CCCO1 (centres undefined)	-3	7
Cc1ccc(C(=O)OCC(=O)Nc2c(Cl)cc(S(N)(=O)=O)cc2Cl)o1	4	-9
O=C(OC(C(=O)NCC1CCCO1)c1ccc(F)cc1)c1ccco1 (centres undefined)	7	4
COc1ccc(CCC(=O)NCCOc2ccccc2Cl)cc1	-12	3
Cc1nnsc1C(=O)NNc1c(Cl)cccc1Cl	-7	0
COc1ccccc1CN(CC(=O)NCc1ccco1)C(=O)CNS(=O)(=O)c1ccccc1	3	1
COc1cccc(NS(=O)(=O)c2cc3c(cc2C)NC(=O)CO3)c1	0	-7
Cc1ccc(Cl)cc1N1CCN(C(=O)c2ccccc2SCC(=O)N2CCCC2)CC1	4	-1
O=C(NCCc1ccccc1)C1CCCN1C(=O)NCc1ccccc1 (centres undefined)	20	-13
CCCCNC(=O)[C@@H]1CCCN1S(=O)(=O)c1cccc2cccnc12	-3	-8
O=C1OC(c2ccccc2)/C(=C(/O)c2ccc(Cl)cc2)C1=O (centres undefined)	9	-20
O=C1C=C(N2CCN(c3ccccn3)CC2)C(=O)c2c(O)ccc(O)c21	45	-28
Cc1ccc(C(C)C)c(OCC(=O)OCC(=O)c2c(N)n(C)c(=O)n(C)c2=O)c1	-4	5
CCN(CC)CC(=O)NN=C(c1ccccc1)c1ccccc1	11	1
CCOC(=O)c1ccc(COC(=O)c2ccc3c(c2)-c2ccccc2C3=O)cc1	-3	1
Cc1cccc(-n2ncc3c2CCCC3NC(=O)CN2CCCC2=O)c1C (centres undefined)	5	1
O=C(CNC(=O)c1ccc(Cl)cc1Cl)OCCCn1c(=O)[nH]c2ccccc21	-45	2
C/C(CC(=O)Nc1cccc(C(F)(F)F)c1)=N/NC(=O)C(=O)NCCO	5	-4
CC(C)Sc1nc(N2CCOCC2)c2c(c1C#N)CC(C)(C)N(C)C2	-1	4
COc1ccc(CNS(=O)(=O)c2cc(OCC(N)=O)c(C)cc2Cl)cc1	4	-1
O=C1CCCN1CCCNC(=S)Nc1ccc(Nc2ccccc2)cc1	-2	1
O=S1(=O)CCOC[C@H](Cc2ccccc2)N1Cc1ccccc1Br	4	0
CC(=O)C1C(c2ccc(F)cc2)c2c(noc2C)CC1(C)O (centres undefined)	-4	9
O=C(C1CCCO1)N1CCN(S(=O)(=O)c2ccc(Br)cc2)CC1 (centres undefined)	-6	0
COc1ccc(Cl)cc1NC(=O)CN(C(=O)c1ccco1)C1CCCCC1	-38	-11
N#Cc1cc(-c2ccccc2)nnc1Sc1ccccc1	-3	-1

Additional entries:
SMILES	TAG inh	TAG inh DAPI viability
Cc1ccc(-c2nn(CC(=O)NCc3cc(-c4nn(C)c(=O)c5ccccc45)ccc3C)c(=O)c3ccccc23)cc1	1	-4
C/C(=N/NC(=O)CSc1nc2ccccc2s1)c1ccncc1	-151	64
O=C(CN1CCN(S(=O)(=O)c2cc(C(F)(F)F)ccc2Cl)CC1)N1CCc2ccccc2C1	-13	-4
CN(Cc1ccon1)C(=O)CC1C(=O)NCCN1CC1CCCCC1 (centres undefined)	10	7
CCCCNC(=O)CSc1nc2cc3c(cc2c(=O)n1CCCN(CC)CC)OCO3	19	18
O=C(CSc1ncnc2sccc12)NC1CCS(=O)(=O)C1 (centres undefined)	0	-5
O=C(O)C1CC=C(Cl)CC1C(=O)NC1CCCCC1 (centres undefined)	4	-5
O=C(CCn1cccc1)Nc1ccc(OC(F)(F)F)cc1	-3	-3
COc1cccc(CNC(=O)CCC2CCCN(C(=O)c3cc(C)on3)C2)c1 (centres undefined)	-5	3
COc1ccccc1C1C(C(C)=O)=C(C)N=c2s/c(=C\c3cc(OC)c(OC)c(OC)c3)c(=O)n21 (centres undefined)	34	-28
COc1ccc(-c2nc3ccc(N4CCCC4)cc3c(=O)[nH]2)cc1OC	18	51
CCc1noc(C)c1C(=O)Nc1cc(Cl)ccc1N1CCCC1	-2	0
CC(C)CNc1oc(-c2ccco2)nc1C#N	12	-10
O=C(NCc1ccc(Cl)cc1)c1cccc(S(=O)(=O)N2CCCC2)c1	-8	-7
O=C(CCC(=O)c1cccs1)OCC(=O)c1ccc(F)cc1	-2	0
COc1cc(/C=C/C(=O)Nc2nc3ccc(S(=O)(=O)NC(C)C)cc3s2)cc(OC)c1OC	7	48
Cc1[nH]c2ccccc2c1C(=O)COC(=O)C1CC(=O)N(Cc2ccccc2)C1 (centres undefined)	-6	5
CCN(CC)c1ccc(N=C2C=CC(=O)C=C2NC(C)=O)cc1	14	-6
CCCN1CCC(=O)N([C@H](CSc2ccc(C)cc2)c2ccccc2)CC1	-17	15
Cc1ccc(NC(=O)C(C)OC(=O)Cn2[nH]c(=O)c3ccccc3c2=O)cc1 (centres undefined)	-4	-1
CC1Sc2ccc(C(=O)Nc3ncccc3O)cc2NC1=O (centres undefined)	-5	-3
COc1cccc2cc(C(=O)OC(C)C(=O)c3ccc(C)cc3)c(=O)oc12 (centres undefined)	-11	2
O=C(CCC1CCCC1)NCCCNC(=O)CCC1CCCC1	11	1
O=C(N/N=C/c1cn(-c2ccccc2)nc1-c1cccnc1)c1ccccc1	9	-3
O=C(C1CC(=O)N(c2ccc3c(c2)OCCO3)C1)N1CCN(c2ccccc2)CC1 (centres undefined)	0	-2
CCOC(=O)C1=C(C)N(CCCC(=O)O)C(=O)NC1c1ccccc1OS(=O)(=O)c1ccc([N+](=O)[O-])cc1 (centres undefined)	-11	-3
N#CCCN1CCN(Cn2c3ccccc3c3ccccc32)CC1	-2	-2
Cc1ccc(C)c(S(=O)(=O)N2CCN(C(=O)C3CCN(c4ncnc5sc(C)c(C)c45)CC3)CC2)c1	2	-3
COc1c(O)cc2oc(-c3ccc(O)c(O)c3)cc(=O)c2c1O	7	3
Cc1noc(C)c1COc1cccc(C(=O)OC(C)C#N)c1 (centres undefined)	-3	9
CCOC(=O)Cn1cc(C#N)c2ccccc21	4	-3
O=C(NC1CCCCC1)C12CC3CC(C1)CC(n1cncn1)(C3)C2	0	2
CCCCN1C2=NC(c3ccccc3)CN2c2ccccc21 (centres undefined)	1	-6
COC(=O)c1ccc(Cn2cnc3ccccc3c2=O)cc1	3	-3
CC(C)c1ccc(CNC(=O)C(=O)NCCCn2ccnc2)cc1	-10	-5
CCC/C=C/c1ccc(CN2C(CC(C)C)C(=O)N(Cc3cn(CCC4OCCCO4)nn3)CCS2(=O)=O)cc1 (centres undefined)	16	-2
CC(C)(C)OC(=O)NCCCCCc1nnc(SCc2ccc(F)cc2)o1	-16	-5
Cc1cc(Cl)nc(Cl)c1C(=O)NCCc1ccccc1	-15	3
COc1ccc(OC)c(NC(=O)C2(C)CCN2C(=O)Cc2ccccc2)c1 (centres undefined)	2	-4
O=C(Nc1ccc(F)c(Cl)c1)c1ccc2sc([C@@H]3O[C@H](CO)[C@H](O)[C@H](O)[C@H]3O)nc2c1	12	-6
CCCCn1c(N)c(N(CCOC)C(=O)c2ccco2)c(=O)[nH]c1=O	-2	-1
CC(NC(=O)C1CCN(S(=O)(=O)N2CCC3(CC2)OCCO3)CC1)c1ccccc1 (centres undefined)	7	4
CCCCn1c(N)c(N(CCOC)C(=O)c2sc3ccccc3c2Cl)c(=O)[nH]c1=O	0	-3
COc1ccc(/C=N/Nc2nc(-c3cccnc3)nc3ccccc23)c(OC)c1	10	-2
CCOc1ccc(C2C(C(=O)c3cccs3)=C(O)C(=O)N2Cc2cccnc2)cc1 (centres undefined)	-1	-6
O=C(CCl)Nc1ccc(Sc2ccc(NC(=O)CCl)cc2)cc1	39	-29
CC1CCCN(S(=O)(=O)c2ccc(NC(=O)CCN3C(=O)c4ccccc4C3=O)cc2)C1 (centres undefined)	-1	0
CC(=O)NC1=NN(C(C)=O)C(C)(c2cccc([N+](=O)[O-])c2)S1 (centres undefined)	13	1
CCc1c(C(=O)OC)nnc2cc(C)nn12	4	-3
COC(=O)c1ccc(/C=C/C(=O)OCC(=O)c2ccc[nH]2)cc1	-8	93

Next section
SMILES	TAG inh	TAG inh DAPI viability
O=C(NCC1CCCCN1)c1cc(OCC(F)(F)F)ccc1OCC(F)(F)F (centres undefined)	-1	2
CN1c2ccccc2C(O)=C(C(=S)Nc2ccc(Cl)cc2)S1(=O)=O	-9	7
CCC(c1nnnn1CCc1ccccc1)N(Cc1ccco1)Cc1cc2cccc(C)c2[nH]c1=O (centres undefined)	-5	-1
O=[N+]([O-])c1ccc(Cn2cc(-c3cccc(C(F)(F)F)c3)nn2)cc1	-25	-2
COC(=O)c1ccc(NC(=O)COc2ccc(C3C(C#N)=C(N)Oc4c3ccc3ccccc43)cc2OC)cc1 (centres undefined)	50*	-13*
CC1(C)CC(=O)C(C=NC2CCCCC2)=C(O)C1	3	0
CCOC(=O)C1=C(COC(=O)CSc2ccc(Br)cc2)NC(=O)NC1C (centres undefined)	-21	-1
CCN(CC)c1ncnc2c1ncn2[C@H]1CN(Cc2ccc(F)cc2)C[C@@H](CO)O1	0	-2
CN(C)NC(=S)Nc1cccc(C(F)(F)F)c1	-9	5
